Source: PubChem (National Center for Advancing Translational Sciences (NCATS))
Anesthetic bind = qHTS Assay for Identification of Novel General Anesthetics | Ferritin light chain (Equus caballus), P02791 | apoferritin/1-aminoanthracene competitive binding, fluorescence | Potency, µM (titrated, usually from 77.5 µM), inactives show top-dose activity change, negative = displacement, hits mostly inhibitors | actives 0.074% (n = 350,000) | AID 485281, 2010; note: potency is the fitted concentration of half-maximal effect; % is set by controls: 0 for no effect and ±100 for the full control effect; nearly all actives have a fitted effect of over 20% in size
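In PBS, apoferritin at 10 uM is loaded with 1-AMA from a 50% saturated solution. After 10 min of compound exposure at ambient temperature, reduced 535 nm fluorescence indicates probe displacement.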
LDHA block = qHTS assay for inhibitors of human lactate dehydrogenase; L-lactate dehydrogenase A chain (Homo sapiens), P00338; activity change, % (values are at about 110 or 230 µM); AID 1347041, 2019; purified LDHA, NADH/diaphorase-resazurin fluorescence; stronger effect = lower value; actives 0.15% (n = 480,000); in the data active = activity change below about -30%; inconclusive = mostly about -25% to -30%;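 note: plate controls were DMSO wells for no effect and wells without enzyme for full effect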
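Remaining NADH was detected by diaphorase (0.133 mg/mL) converting 37 µM resazurin to fluorescent resorufin, read at 0 and 20 minutes. The preceding 5-minute room-temperature reaction used 2 nM LDHA, 0.2 mM sodium pyruvate and 0.06 mM NADH at pH 7.4.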
RGS4 inh = Inhibitors of Regulator of G Protein Signaling (RGS) 4: qHTS; Transcreener GDP fluorescence polarization, RGS4-accelerated GTP hydrolysis; Potency, µM (series often up to 114 µM), inactives show at the top dose activity change, negative = inhibition, hits mostly inhibitors; actives 0.039% (n = 390,000); note: potency is the fitted concentration of half-maximal effect; % is set by controls: 0 for no effect and ±100 for the full control effect; nearly all actives have a fitted effect of over 75% in size; some results filed as inactive show a strong effect at the top dose
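MLSMR compounds (23 nl, pin-transferred) preincubated 10 min at room temperature with a 500nM (2x) first reagent, then RGS4 at 900nM (2x) plus Transcreener GDP mix added; fluorescence polarization (620/688 nm) read before and after 90 min at 30 °C.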
ALOX12 inh = Primary qHTS assay for inhibitors of human arachidonate 12S-lipoxygenase (ALOX12): Round 2 | Polyunsaturated fatty acid lipoxygenase ALOX12 (Homo sapiens), P18054 | purified 12hLO, xylenol orange hydroperoxide absorbance | Potency, µM (doses to about 108 µM), for inactives: top-dose activity change, negative = inhibition, actives largely listed as inhibitors | actives 1.1% (n = 580,000); note: potency is the fitted concentration of half-maximal effect; % is set by controls: 0 for no effect and ±100 for the full control effect
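Hydroperoxide product was detected by ferrous iron/xylenol orange as the 573 to 405 nm absorbance ratio. Arachidonic acid at 40 uM (final) was turned over for 30 min at room temperature by 150 nM human 12hLO, pH 7.0 Hepes buffer, after 15 min compound preincubation.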
Pol eta inh = qHTS for Inhibitors of Polymerase Eta; recombinant Pol eta, fluorescent DNA replication assay; Potency, µM (doses to about 114 µM), for inactives: top-dose activity change, negative = inhibition, most hits filed as inhibitors; actives 1.2% (n = 390,000); AID 588591, 2011; note: potency is the fitted concentration of half-maximal effect; % is set by controls: 0 for no effect and ±100 for the full control effect
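Pol eta (10 nM) was preincubated with compounds for 15 min at room temperature, after which fluorescent replication substrate (50 nM final) was added to start the reaction. Fluorescence was read kinetically at 0 and 10 min.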
Pol beta inh = qHTS Assay for Inhibitors of DNA Polymerase Beta; Pol beta primer extension/strand displacement, fluorescence kinetic; actives 1.3% (n = 340,000); Potency, µM (series often up to 114 µM), for the others: top-dose activity change, negative = inhibition, usual class: inhibitors; P06746; note: potency is the fitted concentration of half-maximal effect; % is set by controls: 0 for no effect and ±100 for the full control effect
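Values derive from four-parameter Hill fits of normalized kinetic data: reads at 0 and 10 min following addition of 50 nM substrate to 10 nM Pol beta preincubated 15 min with compound.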
POLK inh = qHTS for Inhibitors of Polymerase Kappa; DNA polymerase kappa (Homo sapiens), Q9UBT6; purified Pol kappa, fluorescent DNA synthesis assay, 10 min; Potency, µM (highest dose often 107 µM), without a hit: top-dose activity, negative = inhibition, hits mostly inhibitors; actives 0.53% (n = 400,000); note: potency is the fitted concentration of half-maximal effect; % is set by controls: 0 for no effect and ±100 for the full control effect
Target sequence (Q9UBT6 whole entry, looked up): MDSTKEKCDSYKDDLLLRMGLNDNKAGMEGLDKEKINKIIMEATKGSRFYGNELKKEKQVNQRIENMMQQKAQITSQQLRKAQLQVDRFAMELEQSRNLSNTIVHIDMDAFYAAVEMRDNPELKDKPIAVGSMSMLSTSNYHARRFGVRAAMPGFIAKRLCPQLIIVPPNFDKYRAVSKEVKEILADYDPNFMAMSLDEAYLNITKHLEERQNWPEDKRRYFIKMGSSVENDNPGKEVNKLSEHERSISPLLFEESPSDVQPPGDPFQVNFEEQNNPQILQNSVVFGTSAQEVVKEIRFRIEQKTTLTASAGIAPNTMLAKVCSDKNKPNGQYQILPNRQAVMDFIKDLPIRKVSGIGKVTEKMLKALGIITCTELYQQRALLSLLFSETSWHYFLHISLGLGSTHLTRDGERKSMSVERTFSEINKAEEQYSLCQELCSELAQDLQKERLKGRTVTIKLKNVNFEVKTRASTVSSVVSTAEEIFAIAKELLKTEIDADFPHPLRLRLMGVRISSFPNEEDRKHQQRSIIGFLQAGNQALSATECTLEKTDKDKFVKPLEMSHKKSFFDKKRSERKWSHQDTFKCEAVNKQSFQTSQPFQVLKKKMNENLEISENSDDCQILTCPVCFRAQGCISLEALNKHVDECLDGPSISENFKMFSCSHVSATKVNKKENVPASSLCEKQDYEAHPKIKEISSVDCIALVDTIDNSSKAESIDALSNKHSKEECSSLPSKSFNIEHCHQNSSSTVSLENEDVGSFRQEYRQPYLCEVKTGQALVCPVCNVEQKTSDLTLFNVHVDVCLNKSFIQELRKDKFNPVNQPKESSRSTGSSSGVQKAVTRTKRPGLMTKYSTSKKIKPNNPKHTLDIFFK
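Inhibition of 10 nM Pol kappa is measured by a fluorescent read-out at 0 and 10 min following addition of 50 nM substrate (final), with a 15-min room-temperature compound preincubation.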
APE1 inh = qHTS Assay for Inhibitors of the Human Apurinic/apyrimidinic Endonuclease 1 (APE1); DNA repair nuclease/redox regulator APEX1 (Homo sapiens), P27695; recombinant APE1, TAMRA/BHQ-2 abasic DNA cleavage fluorescence; Potency, µM (highest dose often 65.8 µM), inactives show at the top dose activity change, negative = inhibition, usual class: inhibitors; actives 0.35% (n = 350,000); AID 2517, 2012;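 note: potency is the fitted concentration of half-maximal effect; plate controls were vehicle for no effect and reference inhibitor for full effect; nearly all actives have a fitted effect of over 55% in size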
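Readout is kinetic fluorescence (ex 525, em 598 nm) from cleavage of 50 nM TAMRA/BHQ-2 THF abasic duplex by 0.75 nM APE1, compound added 15 min beforehand at RT.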
ERG-DNA inh = qHTS for Small Molecule Inhibitors of the ERG Ets/DNA interaction; Transcriptional regulator ERG (Homo sapiens), P11308; fluorescence polarization, His-ERG Ets domain / labelled DNA; Potency, µM (highest dose often 76.9 µM), inactives show at the highest dose FP activity, negative = inhibition, actives largely listed as inhibitors; actives 0.028% (n = 370,000); AID 624246, 2012; active = well fitted inhibition curve with a large enough effect in the polarisation, with a control signal flat; inconclusive = small, poorly fitted or top-dose-only effect, or effect the other way, or a change in a side signal; inactive = no such curve, though single readings can be large or run the other way; the % refers to the polarisation;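 note: polarization taken with two DNA probes labelled with fluorescein and Texas red; potency is the fitted concentration of half-maximal effect; % of control where 0% means no effect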
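His-tagged ERG Ets domain (1 uM in the protein solution; 300mM KCl, 50mM Tris-HCl, 1mM EDTA, 1mM DTT, pH 7.5) received compound, then a probe mix of 5 nM fluorescein-DNA and 100nM Texas-615-DNA. Fluorescence polarization was read for both dyes.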
Starred values were filed as active, the others as inactive; ? = inconclusive; / = no result given; & = joins results of further samples; [ ] = remark or other dose. Unless noted, calls come from the whole dose curve; as a rule, active = well fitted curve in the direction sought with a large enough effect; inconclusive = small, poorly fitted or top-dose-only effect, or another doubt; inactive = no such curve, though single readings can be large; an effect the other way counts as inactive or inconclusive. Not all compounds are listed; the hit share may differ from the screen's.

The line under a structure holds: Anesthetic bind	LDHA block	RGS4 inh	ALOX12 inh	Pol eta inh	Pol beta inh	POLK inh	APE1 inh	ERG-DNA inh
Cc1ccc(S(=O)(=O)N2[C@@H](c3ccc4c(c3)OCO4)C(C(=O)O)=C[C@H]2C(C)(C)C)cc1
  /	-5.8	-0.1%	-0.7%	-24.0%	/	-13.9%	17.2%	0.3%
COc1ccc(-c2nnc(SC(C)C(=O)Nc3ccc4c(c3)OCCO4)o2)cc1 (centres undefined)
  7.0%	-13.3	-0.1%	1.4%	-2.4%	20.1%	0.8%	12.5%	-7.1%
COc1ccc(C(C(=O)NC2CCCCC2)N(C(=O)c2ccco2)c2ccccc2C(C)=O)cc1 (centres undefined)
  -3.3%	-0.3	12.5%	-2.8%	4.2%	20.7%	-13.1%	-8.7%	-4.0%
CCc1cccc(CC)c1N(COC)C(=O)Cn1cnc2ccccc21
  8.7%	-6.2	7.7%	-30.9%	-12.0%	-27.0%	-4.6%	3.1%	3.3%
CCC(=O)Nc1cccc(NC(=O)c2cccc([N+](=O)[O-])c2)c1
  -17.2%	-8.9	12.9%	-9.3%	-1.2%	-0.6%	-22.6%	-0.2%	-2.6%
O=C(NCc1ccco1)C1CC(c2ccc(Cl)c(Cl)c2)=NO1 (centres undefined)
  -4.3%	-5.8	0.4%	34.9%	0.9%	18.1%	0.2%	9.1%	-7.4%
CN(CC(=O)Nc1ccc(F)c(F)c1F)C(=O)c1ccc(N2CCCC2=O)cc1
  /	-1.8	9.4%	4.4%	-2.2%	/	-18.2%	19.5%	-1.4%
Cc1ccc(C)c(CN2C(=O)CSc3ccc(C(=O)NCCc4ccc(Cl)cc4)cc32)c1
  1.2%	-2.6	3.9%	0.0%	-7.9%	2.3%	-11.9%	/	8.1%
Cc1cc(C)c2c(N)c(S(=O)(=O)c3ccccc3)sc2n1
  3.1%	-2.3	-22.2%	0.0%	-4.1%	15.4%	-0.5%	8.7%	-4.7%
COc1ccc(CCNC(=O)[C@@H]2C[C@H]2c2ccccc2)cc1OC
  0.2%	-1.9	-8.3%	-1.8%	-2.3%	65.7%	-14.6%	-10.8%	-4.3%
Cc1nc2cc(-c3ccccc3)nn2c(C)c1CCC(=O)Nc1ccc(F)cc1F
  -2.6%	-4.0	17.1%	-17.1%	-6.3%	4.5%	-15.5%	/	-6.7%
COc1ccc(C2C(C#N)=C(N)OC3=C2C(=O)CCC3)cc1OC (centres undefined)
  -3.7%	2.8	-13.6%	-5.8%	-5.3%	20.5%	-0.7%	-0.6%	0.1%
O=S(=O)(Cc1ccco1)Cc1nc(-c2ccc(Cl)cc2)cs1
  3.8%	-6.5	-16.5%	88.3%[activator]	-8.7%	-0.9%	-1.8%	?	-10.2%
Cc1cc(=O)c2cc(C(=O)c3ccccc3)ccc2[nH]1
  2.8%	-6.9	-17.9%	0.0%	0.1%	29.3%	-5.7%	-3.0%	6.2%
c1ccc(C2(CNc3ccccn3)CCCC2)cc1
  ?	0.5	-5.4%	-9.1%	-16.1%	27.9%	-3.8%	-3.7%	4.0%
Cc1nc(NC(=O)C2CC2)sc1C(=O)Nc1ccccc1Cl
  -9.6%	-12.4	16.6%	61.5%[activator]	7.1%	3.8%	-18.3%	5.7%	2.2%
Cc1ccc(CN(C(=O)COc2cccc(Cl)c2)c2ccccn2)o1
  1.3%	8.8&-3.2	-11.4%	1.2%&-9.7%	-20.3%	13.2%	6.1%	/	-0.2%
CC1CCCC(C)N1CC(C)(C)NS(=O)(=O)c1ccc(Cl)cc1 (centres undefined)
  -6.9%	0.0	-7.9%	?	-12.2%	1.2%	-2.5%	2.6%	3.7%
CC1CCCN1c1ccnc2cc(Cl)ccc12 (centres undefined)
  /	-11.4	-11.2%	-0.3%	-14.3%	/	-0.2%	/	6.1%
Cc1cc(NC(=O)c2ccc(N(C)S(=O)(=O)c3ccccc3)cc2)no1
  1.1%	-1.5	-26.1%	-2.0%	-5.4%	-20.7%	17.3%	-2.7%	2.3%
CCN(C(=O)COC(=O)CCC(=O)c1ccccc1)c1c(N)n(Cc2ccccc2)c(=O)[nH]c1=O
  /	1.4	-5.2%	19.6%	-11.3%	/	16.6%	-8.6%	6.6%
CC(C)CC(c1nnnn1Cc1ccco1)N1CCN(c2cccc(Cl)c2)CC1 (centres undefined)
  -15.9%	-1.3	-34.6%	?	-3.7%	-0.8%	-5.9%	-2.6%	4.4%

Laid out differently: results already given.
Structure	Anesthetic bind	LDHA block	RGS4 inh	ALOX12 inh	Pol eta inh	Pol beta inh	POLK inh	APE1 inh	ERG-DNA inh
Cc1ccc(S(=O)(=O)N2[C@@H](c3ccc4c(c3)OCO4)C(C(=O)O)=C[C@H]2C(C)(C)C)cc1	/	-5.8	-0.1%	-0.7%	-24.0%	/	-13.9%	17.2%	0.3%
COc1ccc(-c2nnc(SC(C)C(=O)Nc3ccc4c(c3)OCCO4)o2)cc1 (centres undefined)	7.0%	-13.3	-0.1%	1.4%	-2.4%	20.1%	0.8%	12.5%	-7.1%
COc1ccc(C(C(=O)NC2CCCCC2)N(C(=O)c2ccco2)c2ccccc2C(C)=O)cc1 (centres undefined)	-3.3%	-0.3	12.5%	-2.8%	4.2%	20.7%	-13.1%	-8.7%	-4.0%
CCc1cccc(CC)c1N(COC)C(=O)Cn1cnc2ccccc21	8.7%	-6.2	7.7%	-30.9%	-12.0%	-27.0%	-4.6%	3.1%	3.3%
CCC(=O)Nc1cccc(NC(=O)c2cccc([N+](=O)[O-])c2)c1	-17.2%	-8.9	12.9%	-9.3%	-1.2%	-0.6%	-22.6%	-0.2%	-2.6%
O=C(NCc1ccco1)C1CC(c2ccc(Cl)c(Cl)c2)=NO1 (centres undefined)	-4.3%	-5.8	0.4%	34.9%	0.9%	18.1%	0.2%	9.1%	-7.4%
CN(CC(=O)Nc1ccc(F)c(F)c1F)C(=O)c1ccc(N2CCCC2=O)cc1	/	-1.8	9.4%	4.4%	-2.2%	/	-18.2%	19.5%	-1.4%
Cc1ccc(C)c(CN2C(=O)CSc3ccc(C(=O)NCCc4ccc(Cl)cc4)cc32)c1	1.2%	-2.6	3.9%	0.0%	-7.9%	2.3%	-11.9%	/	8.1%
Cc1cc(C)c2c(N)c(S(=O)(=O)c3ccccc3)sc2n1	3.1%	-2.3	-22.2%	0.0%	-4.1%	15.4%	-0.5%	8.7%	-4.7%
